Compound activity (PubChem BioAssay)
MITF primary: human MITF inhibition, primary screen; O75030; AlphaScreen MITF homodimerization, bead proximity signal; inhibition, % at 2.6 µM; actives 0.91% (n = 650,000); AID 1259374; in the data active means inhibition above about 50%;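 further: 0% = vehicle wells with protein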
FBW7 activator: human FBW7 E3 ligase activation, primary screen. Q969H0. AlphaScreen FBW7–phospho-cyclin E peptide binding, activator screen. normalized activity (activation), % at 26.1 µM. actives 0.13% (n = 650,000); in the data active means normalized activity above about 1.9%;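 further: purified mutant Fbw7 with reduced substrate affinity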
Target sequence (Q969H0 whole entry, looked up): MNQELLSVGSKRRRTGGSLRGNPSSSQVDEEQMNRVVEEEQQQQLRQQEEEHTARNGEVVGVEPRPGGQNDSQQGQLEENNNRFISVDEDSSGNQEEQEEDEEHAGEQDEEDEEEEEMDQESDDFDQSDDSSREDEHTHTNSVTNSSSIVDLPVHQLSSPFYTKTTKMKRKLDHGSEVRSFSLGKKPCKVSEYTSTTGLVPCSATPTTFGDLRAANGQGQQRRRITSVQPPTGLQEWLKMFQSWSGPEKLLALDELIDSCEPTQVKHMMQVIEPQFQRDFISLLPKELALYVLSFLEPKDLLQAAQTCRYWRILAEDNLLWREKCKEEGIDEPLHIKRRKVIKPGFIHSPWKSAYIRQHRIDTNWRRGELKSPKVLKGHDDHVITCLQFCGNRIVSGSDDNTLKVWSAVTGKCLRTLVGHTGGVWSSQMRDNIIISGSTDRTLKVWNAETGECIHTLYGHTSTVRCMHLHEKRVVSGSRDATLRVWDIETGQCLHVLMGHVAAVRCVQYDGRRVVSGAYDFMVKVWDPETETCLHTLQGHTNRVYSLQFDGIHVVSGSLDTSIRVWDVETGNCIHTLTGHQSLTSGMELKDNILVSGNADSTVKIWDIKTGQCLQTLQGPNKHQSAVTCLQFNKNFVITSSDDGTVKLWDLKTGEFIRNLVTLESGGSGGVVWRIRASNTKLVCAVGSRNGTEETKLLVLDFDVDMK
GPR151 activ: activates the human receptor GPR151; actives 1% (n = 650,000); activation, % at 11.2 µM; Q8TDV0; PathHunter beta-arrestin GPR151 cells, luminescence; in the data active means activation above about 4.9%;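 further: 0% = median of compound wells and 100% = cells with positive control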
Target sequence (Q8TDV0 whole entry, looked up): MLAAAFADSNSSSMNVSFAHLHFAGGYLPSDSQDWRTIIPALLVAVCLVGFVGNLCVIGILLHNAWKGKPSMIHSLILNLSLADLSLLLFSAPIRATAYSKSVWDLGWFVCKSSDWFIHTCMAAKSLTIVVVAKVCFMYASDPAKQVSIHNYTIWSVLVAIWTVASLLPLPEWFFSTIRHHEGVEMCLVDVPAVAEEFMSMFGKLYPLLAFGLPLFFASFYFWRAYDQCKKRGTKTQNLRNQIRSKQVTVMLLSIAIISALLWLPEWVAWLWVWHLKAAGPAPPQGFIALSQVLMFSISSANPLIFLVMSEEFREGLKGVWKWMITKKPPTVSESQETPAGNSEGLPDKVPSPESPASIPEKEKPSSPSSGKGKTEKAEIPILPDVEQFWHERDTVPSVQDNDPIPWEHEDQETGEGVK
TEAD-YAP block: TEAD-YAP interaction inhibition; HEK-TIYL cells, TEAD-Gal4/YAP UAS-luciferase luminescence; inhibition, % at 9.12 µM; actives 1.4% (n = 640,000); in the data active means inhibition above about 32%;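 further: 0% = median of test compound wells and 100% = reference inhibitor wells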
The depositor's hits bear a star.

SMILES | MITF primary | FBW7 activator | GPR151 activ | TEAD-YAP block
COCC(C)n1c(SCC(=O)Nc2ccc(C(N)=O)cc2)nc2ccccc2c1=O (stereo not given) | 6 | 0.0 | -0.4 | -9
CC(=O)OC1(C(=O)/C=C/c2ccccc2)CCCCC1 | 13 | 0.8 | -1.7 | 6
Cc1ccc(Cn2nnnc2CN2CCc3nc(N4CCOCC4)[nH]c(=O)c3C2)cc1 | 4 | 0.0 | 1.2 | -11
O=C(NC1CCS(=O)(=O)C1)/C(=C/c1ccccc1)NC(=O)c1ccccc1 (stereo not given) | 11 | 0.0 | -0.8 | 11
COC(=O)C1=C(C)NC(=O)NC1c1ccccc1[N+](=O)[O-] (stereo not given) | 12 | -0.2 | -0.6 | 3
COc1ccc(-c2cc(C3CC3)nc(SCC(=O)c3ccccc3)c2C#N)cc1 | 1 | 0.1 | -0.5 | 4
CCN(CC)c1ccc(C(=O)Nc2nc3c(ccc4ccccc43)s2)cc1 | -3 | 0.2 | -0.4 | 5
O=C(NCC1CCCO1)c1cccc(S(=O)(=O)N2CCOCC2)c1 (stereo not given) | 2 | 0.0 | 0.0 | 10
O=C(Nc1nc2ccccc2[nH]1)c1ccncc1 | 11 | -0.2 | -7.0 | -28
COc1ccc(C(=O)OCc2ccc([N+](=O)[O-])cc2)c(OC)c1OC | -2 | -0.1 | 1.1 | -10
C/C(COc1ccccc1O)=N\NC(N)=O | -13 | 0.0 | 1.0 | 4
COc1ccc(C(=O)NCc2ccccn2)c(OC)c1 | 17 | 0.1 | -0.3 | 6
COc1cc(NC(=S)NC(=O)c2ccco2)ccc1NC(=O)C(C)C | 4 | -0.1 | 1.5 | -29
CCn1c2cc(C)oc2c2cnn(CC(=O)NC(C)(C)C)c(=O)c21 | 12 | 0.2 | -0.5 | -6
COc1ccc(CCNc2cc(N3CCN(C(=O)c4ccccc4OC)CC3)ccc2[N+](=O)[O-])cc1OC | -9 | 0.2 | 0.4 | 6
COc1ccc(C2C(C(=O)OC(C)C)=C(C)NC3=C2C(=O)CC(C)(C)C3)c(OC)c1OC (stereo not given) | -6 | -0.2 | 0.7 | -7
O=C1OC(c2ccccc2F)=N/C1=C\c1coc2c(Cl)cc(Cl)cc2c1=O | 7 | 0.7 | -1.5 | 5
Cc1nc2cc(F)ccc2n1C1CCN(C(=O)c2cccc(F)c2)CC1 | 21 | 0.9 | -0.6 | 5
CCOC(=O)C1=C(C)N=c2s/c(=C/c3ccc(O)cc3)c(=O)n2C1c1cc(OC)ccc1OC (stereo not given) | -2 | 0.0 | 1.1 | -2
Cc1ccc(C(=O)Nn2c(-c3ccccc3F)nc3ccccc3c2=O)cc1C | -5 | 0.3 | 0.0 | 2
Cc1ccccc1NC(=O)CSc1ccccc1N | -1 | 0.0 | -0.8 | 2
COc1ccc(-n2nc3cc(C)c(NC(=O)c4cccc(C)c4)cc3n2)cc1 | -10 | 0.5 | 1.4 | -9
Cc1c(C(=O)Nc2ccc([N+](=O)[O-])cc2)sc2nc(-c3ccccc3)cn12 | -4 | 0.0 | 0.9 | -10
CCOC(=O)C1=c2s/c(=C/c3ccc(Cl)cc3)c(=O)n2C(N)=C(C#N)C1c1ccc(Cl)cc1 (stereo not given) | 11 | 0.0 | -0.7 | -6
Cc1cccc(C)c1NC(=O)C1CC(O)CN1C(=O)Oc1ccccc1 (stereo not given) | -6 | 0.1 | 1.4 | -3
CCOC(=O)c1ccc2nc(NC(=O)c3ccc(NC(=O)c4cc5nc(-c6cccs6)cc(C(F)(F)F)n5n4)cc3)sc2c1 | 0 | -0.1 | 1.1 | -10
CC(C)CCNC(=O)c1c[nH]c2ccc(S(=O)(=O)N3CCN(C)CC3)cc2c1=O | 18 | 0.6 | -1.1 | -3
CC1(C)CC(=O)C(Sc2ncnc3nc[nH]c23)C(=O)C1 | 12 | 0.0 | -0.8 | 11
O=C(NCCN1CCOCC1)c1cnc(NC2CCC(O)CC2)s1 (stereo not given) | -4 | 0.0 | -1.7 | -1
COc1ccc2ccccc2c1CNC(=O)CC1C(=O)NCCN1CC(C)(C)C (stereo not given) | -10 | -0.1 | 0.1 | -10
O=S(=O)(CCOc1ccccc1)Nc1ccc2c(c1)Cc1ccccc1-2 | 7 | 0.2 | 1.7 | -10
O=C(C1CCCC1)N1CCCC(c2ccnc3ncnn23)C1 (stereo not given) | 1 | 0.0 | 0.9 | 3
CC(C)(C)C(=O)Nc1ccc(C(=O)Oc2ccccc2)c(O)c1 | -2 | 0.2 | 1.7 | -62
C/C(=N\NC(=O)C(=O)N/N=C(\C)c1ccc([N+](=O)[O-])o1)c1ccc([N+](=O)[O-])o1 | 29 | 0.0 | 0.3 | -2
COc1ccc(NC(=O)CSc2ccc3nnc(-c4cccs4)n3n2)c(OC)c1 | 7 | 0.0 | -0.2 | -5
NC(=O)COc1cc(Cl)c(Cl)cc1Cl | -6 | 0.0 | -0.4 | -5
COc1ccc(OC)c(/C=C/C(=O)Nc2ccc(I)cc2C)c1 | 14 | 0.1 | -0.8 | -5
CN(Cc1ccccc1)CC(O)COc1ccc(CNCCc2cccnc2)cc1 (stereo not given) | 15 | 0.1 | 0.8 | 6
C#CCOc1ccc(/C=C2/C(=O)N(c3ccc(Cl)c(C(=O)O)c3)N=C2C)cc1OC | -1 | -0.7 | 0.2 | -6
CC1=C(C(N)=O)C(c2cccnc2)n2nc(-c3ccncc3)nc2N1 (stereo not given) | 13 | -0.1 | 3.3 | -6
COc1cc(C)c(Cl)c(C)c1S(=O)(=O)NCc1ccc2c(c1)OCO2 | 1 | 0.0 | 1.5 | -3
Cc1ccc2nc(NC(=O)C(Cl)(Cl)Cl)sc2c1 | -8 | 0.1 | -3.3 | 11
Cc1cc(Cl)ccc1OCC(O)CN1CCCCC1 (stereo not given) | -7 | 0.0 | -0.2 | 8
Cn1nnnc1SCCNCc1ccc(OCC(O)CN2CCCCC2)cc1 (stereo not given) | 8 | 0.0 | 1.6 | -2
N#C/C(=C(/O)C(Cl)Cl)c1nnc2n1CCCCC2 | 10 | 0.0 | 0.8 | 4
O=C(Nc1ccc(Cl)cc1)C1C2C=CC3(O2)C1C(=O)N(CCC1=CCCCC1)C3C(=O)NC1CCCCC1 (stereo not given) | -16 | 0.0 | 0.3 | -6
COc1cccc(S(=O)(=O)N2CCN(c3ccc(C)nn3)CC2)c1 | -8 | 1.0 | -2.0 | 14
CCCN(CCC)c1cccc(C(=O)O)n1 | 4 | 0.0 | 0.0 | 9
CCOC(=O)/C=C1\NC(=O)C(C)S1 (stereo not given) | -6 | 0.1 | 1.3 | -3
O=C(O)c1ccc(C2Nc3ccccc3S(=O)(=O)N2Cc2ccccc2)cc1 (stereo not given) | 7 | 0.7 | -2.0 | 8

Remaining list, next part.
SMILES | MITF primary | FBW7 activator | GPR151 activ | TEAD-YAP block
Cc1cc(O)ccc1Nc1nc(-c2ccccc2)cs1 | -5 | -0.3 | -0.1 | -52
COc1cc(C(=O)Oc2coc(CSc3nncn3C)cc2=O)cc(OC)c1OC | 2 | 0.1 | -0.1 | -6
CCOC(=O)c1ccc(N2C(=O)/C(=C\c3ccc(F)cc3)C(C(=O)OC)=C2C)cc1 | 12 | 0.1 | -1.7 | -17
COc1ccccc1-n1c(-c2cccc([N+](=O)[O-])c2)n[nH]c1=S | 9 | 0.1 | 0.8 | -23
C/C=C/c1cnc(-c2cccnc2)nc1C1CCN(C(=O)C(C)Oc2ccccc2)CC1 (stereo not given) | -1 | -0.1 | 1.3 | 3
CC(=O)Nc1ccc(S(=O)(=O)Nc2nccc(C)n2)cc1 | 13 | 0.3 | -0.3 | 1
Cc1nccn1-c1cc(NCCNC(=O)Nc2ccccc2)ncn1 | 6 | -0.1 | -1.8 | 20
COC(=O)NC(=S)Nc1ccc(Oc2ccc(Cl)cc2)c(Cl)c1 | -15 | 0.0 | 1.9 | 13
COc1ccc(N2CCN(C(=O)c3ccc(-n4nc(C)cc4C)cc3)CC2)cc1 | 6 | 0.0 | 0.4 | -5
CCc1cccc2c(/C=C3\NC(=S)N(CC)C3=O)cn(CC(=O)N3CCOCC3)c12 | -3 | -0.1 | -0.6 | 4

13 successive entries already listed, quoted:
SMILES | MITF primary | FBW7 activator | GPR151 activ | TEAD-YAP block
CCCN(CCC)c1cccc(C(=O)O)n1 | 4 | 0.0 | 0.0 | 9
CCOC(=O)/C=C1\NC(=O)C(C)S1 (stereo not given) | -6 | 0.1 | 1.3 | -3
O=C(O)c1ccc(C2Nc3ccccc3S(=O)(=O)N2Cc2ccccc2)cc1 (stereo not given) | 7 | 0.7 | -2.0 | 8
Cc1cc(O)ccc1Nc1nc(-c2ccccc2)cs1 | -5 | -0.3 | -0.1 | -52
COc1cc(C(=O)Oc2coc(CSc3nncn3C)cc2=O)cc(OC)c1OC | 2 | 0.1 | -0.1 | -6
CCOC(=O)c1ccc(N2C(=O)/C(=C\c3ccc(F)cc3)C(C(=O)OC)=C2C)cc1 | 12 | 0.1 | -1.7 | -17
COc1ccccc1-n1c(-c2cccc([N+](=O)[O-])c2)n[nH]c1=S | 9 | 0.1 | 0.8 | -23
C/C=C/c1cnc(-c2cccnc2)nc1C1CCN(C(=O)C(C)Oc2ccccc2)CC1 (stereo not given) | -1 | -0.1 | 1.3 | 3
CC(=O)Nc1ccc(S(=O)(=O)Nc2nccc(C)n2)cc1 | 13 | 0.3 | -0.3 | 1
Cc1nccn1-c1cc(NCCNC(=O)Nc2ccccc2)ncn1 | 6 | -0.1 | -1.8 | 20
COC(=O)NC(=S)Nc1ccc(Oc2ccc(Cl)cc2)c(Cl)c1 | -15 | 0.0 | 1.9 | 13
COc1ccc(N2CCN(C(=O)c3ccc(-n4nc(C)cc4C)cc3)CC2)cc1 | 6 | 0.0 | 0.4 | -5
CCc1cccc2c(/C=C3\NC(=S)N(CC)C3=O)cn(CC(=O)N3CCOCC3)c12 | -3 | -0.1 | -0.6 | 4

More entries:
SMILES | MITF primary | FBW7 activator | GPR151 activ | TEAD-YAP block
CC(C)Oc1c(Br)cc(Br)cc1/C=C(\C#N)c1nn(-c2ccccc2)c(N)c1C#N | 13 | 0.1 | 1.7 | -16
Cc1ccc(C(c2cccc([N+](=O)[O-])c2)c2ccc(C)o2)o1 | -1 | -0.5 | -1.3 | -11
O=C(CN(Cc1ccccc1)C(=O)CCC(=O)Nc1ccccn1)NCCc1ccccc1 | -1 | -0.2 | 0.1 | -2
CSCCC(NS(=O)(=O)c1ccccc1F)C(=O)NCC(c1ccco1)N(C)C (stereo not given) | 4 | 0.0 | -0.3 | -9
COc1cc(/C=N/O)ccc1OCc1ccc([N+](=O)[O-])cc1 | 3 | -0.1 | 1.5 | -85
O=C(COc1cccc2ccccc12)Nc1cccnc1 | 17 | 0.5 | -0.1 | -2
CCOC(=O)c1cccc(N2C(=O)C3C4C=CC(C)(O4)C3C2=O)c1 (stereo not given) | 13 | 0.0 | 0.2 | 6
CNC(=O)/C(C#N)=C/c1ccc(-c2ccc([N+](=O)[O-])cc2Br)o1 | 4 | 0.0 | 0.3 | 11
CN(C)c1ncc(CN2CCN(Cc3ccsc3)C(CCO)C2)s1 (stereo not given) | 3 | -0.2 | -1.6 | 10
CC1=C(OC(=O)CCC(=O)OC2=C(C)C(=O)OC(c3ccccc3)C2(C)C)C(C)(C)C(c2ccccc2)OC1=O (stereo not given) | -4 | 0.0 | -1.4 | -5
Cc1ccc(C2CC(C(F)(F)F)n3nc(CO)c(Cl)c3N2)cc1 (stereo not given) | -1 | -0.1 | -0.1 | 6
CC(=O)c1ccc(NC(=O)c2cccc(C(=O)OC(C)C)n2)cc1 | 7 | 0.0 | -7.4 | -34
COc1cccc(-c2noc(CCC(=O)Nc3cccnc3)n2)c1 | 13 | 0.1 | -4.0 | 5
COc1ccc(NC(=O)N(CCN(C)C)Cc2cc3cc(C)ccc3[nH]c2=O)cc1 | 10 | 0.0 | 0.6 | -2
CCCc1noc(CN2CCN(c3cccc(C(F)(F)F)c3)CC2)n1 | -1 | -0.1 | -2.1 | 0
CCOc1cccc(/C=C2\C(=O)N(c3ccccc3)N=C2C)c1OC | 8 | -0.9 | -0.4 | 4
Nc1ccc(-n2c3ccccc3c3ccccc32)cc1 | 5 | 0.0 | -0.2 | 4
CCC(=O)Nc1ccc(NC(=S)NC(=O)c2ccco2)cc1 | 9 | 0.4 | 4.1 | -10
C/C(=N\N=C\c1cccs1)c1nnn(-c2nonc2N)c1C | -4 | 0.1 | -0.2 | -49
CCCCN(CC)CCNC(=O)Cc1c(C(=O)O)[nH]c2ccccc12 | 1 | 0.0 | 2.8 | 4
CCOC(=O)c1cc(C#N)c(SCC(=O)OC)[nH]c1=O | 7 | -0.4 | -0.2 | 12
CCOc1cc(/C=N/NC(=O)c2cccs2)ccc1O | -2 | 0.6 | -0.4 | -62
CCCc1cc2c(=O)c(-c3ccc4c(c3)OCCO4)coc2cc1OS(C)(=O)=O | 7 | 0.5 | -0.3 | -56
COc1ccc(-n2c(SCC(=O)C(C)(C)C)nc3c(sc(=S)n3-c3ccccc3)c2=O)c(OC)c1 | 4 | -0.1 | -1.1 | -8
CCCCC(=O)Nc1nnc(S(=O)(=O)N(CC)c2cc(C)cc(C)c2)s1 | -12 | 0.1 | 0.1 | -9
Cn1cnnc1SC1CCCCC1NS(=O)(=O)c1ccccc1 (stereo not given) | -7 | 0.0 | -0.3 | 7
N#CC1(C#N)[C@H](c2ccc(Cl)cc2Cl)[C@@H](C(=O)c2ccccc2)N2c3ccccc3C=C[C@@H]21 | 1 | -0.1 | 1.8 | 10
Cc1ccc(O)c(NC(=O)c2nn3c(C(F)(F)F)cc(-c4cccs4)nc3c2Br)c1 | 7 | 0.0 | 0.0 | 1
Cc1cc(C)c2nc(C(F)(F)F)nc(N3CCN(CCO)CC3)c2c1 | 0 | 0.0 | 0.2 | 23
